ALOX12 inh – inhibitors of human 12S-lipoxygenase ALOX12 | purified 12hLO, xylenol orange hydroperoxide absorbance | Potency, µM (highest dose often 108 µM), without a hit: top-dose activity change, negative = inhibition, actives largely listed as inhibitors | 1.1% of 580,000 active; active = well fitted inhibition curve with a large enough effect; inconclusive = small, poorly fitted or top-dose-only effect, or another doubt; inactive = no such curve, though single readings can be large or run the other way
Target sequence (P18054 whole entry, looked up): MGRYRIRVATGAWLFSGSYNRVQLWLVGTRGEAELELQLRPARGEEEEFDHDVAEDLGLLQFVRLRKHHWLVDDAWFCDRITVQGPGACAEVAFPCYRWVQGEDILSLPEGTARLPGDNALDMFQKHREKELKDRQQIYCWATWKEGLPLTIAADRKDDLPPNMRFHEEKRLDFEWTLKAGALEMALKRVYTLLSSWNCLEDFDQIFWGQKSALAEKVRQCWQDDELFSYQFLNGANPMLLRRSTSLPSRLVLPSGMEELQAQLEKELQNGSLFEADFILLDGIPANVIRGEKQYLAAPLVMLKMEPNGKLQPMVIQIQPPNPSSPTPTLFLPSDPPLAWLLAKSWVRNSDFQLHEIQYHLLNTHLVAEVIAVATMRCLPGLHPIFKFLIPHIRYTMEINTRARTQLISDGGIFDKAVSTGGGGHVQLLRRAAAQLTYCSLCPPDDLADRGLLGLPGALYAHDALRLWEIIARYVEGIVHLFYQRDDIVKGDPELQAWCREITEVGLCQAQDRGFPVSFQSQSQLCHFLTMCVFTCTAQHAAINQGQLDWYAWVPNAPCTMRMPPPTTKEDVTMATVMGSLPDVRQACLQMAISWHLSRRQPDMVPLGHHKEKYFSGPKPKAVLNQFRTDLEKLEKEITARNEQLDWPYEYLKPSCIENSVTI
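Purified human 12hLO at 150 nM in 25 mM Hepes, 0.01% Triton X-100, pH 7.0, preincubated 15 min at room temperature with compound. Reaction started with 40 uM arachidonic acid, 30 min at room temperature. Hydroperoxide measured by Fe-xylenol orange, 573/405 nm absorbance ratio.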
* marks the source's active call; other numbers are inactive results; ? = inconclusive; & = joins results of further samples; [ ] = remark or other dose. % is set by controls: 0 for no effect and ±100 for the full control effect; potency is the fitted concentration of half-maximal effect. This is a subset. The share of hits here may be higher or lower than overall.

smiles | ALOX12 inh
CN(C)S(=O)(=O)c1ccc(N2CCCCC2)c(C(=O)OC(C(=O)NC2CC2)c2ccccc2)c1 (stereo not given) | ?
COC(=O)c1cn([C@H]2CO[C@H]3[C@@H]2OC[C@@H]3NC(=O)c2ccc(N(C)C)cc2)nn1 | ?
Cc1[nH]c2c(C(=O)NC3CCS(=O)(=O)C3)cccc2c1C (stereo not given) | -2%
COCCn1ncc(N2CCC(C(=O)Nc3cc(OC)cc(OC)c3)C2)cc1=O (stereo not given) | 5%
CN1CCC(N[C@@H]2CCC[C@@H](C(=O)N(C)Cc3cccnc3)CC(=O)N(C)C2)CC1 | -3%[176 µM]
C/C(CC(C)C)=N\NC(=O)CCC(=O)N/N=C(\C)CC(C)C | -1%
O[C@H]1CC[C@@H](Cc2cc(CN3CCN(c4ccccc4)CC3)on2)O[C@@H]1CNCc1ccccc1 | 5%
O=C(NC1CCCCC1)N1Cc2[nH]cnc2C[C@H]1c1nc(-c2ccc3ccccc3c2)no1 | 10µM*
CCCc1ccc(/C(C)=N/NC(=O)C2CC2c2ccccc2)cc1 (stereo not given) | 35%[activator]
COc1cccc(CN2CCCC3(CCN(C(=O)CNC(N)=O)C3)C2=O)c1OC (stereo not given) | 51%[activator]
O=C(NCc1ccc2c(c1)OCO2)C1CN(c2ccc(Cl)cc2)C(=O)N1 (stereo not given) | 31%
C[C@H]1NS(=O)(=O)c2cccc(Cl)c2O[C@@H]1c1ccccc1 | 0%
O=C(Nc1ccc(-c2cccc(F)c2)cc1)C1CCCN(C(=O)c2ccncc2)C1 (stereo not given) | 34%[activator]
CC(C)Nc1cc(N2CCN(Cc3ccccc3F)C(CCO)C2)ncn1 (stereo not given) | -9%
COc1cc(Br)c(OC)c(C(=O)O)c1 | ?
Cn1nnnc1-c1cccc(NS(=O)(=O)c2ccc(F)cc2F)c1 | -5%
Cc1cc(F)ccc1Nc1ncncc1-c1nc(-c2ccccc2)no1 | 48%[activator]
COC(=O)C1(C(=O)OC)C2CCCCC2N(S(=O)(=O)c2ccc(C)cc2)[C@@H]1CC(C)=O (stereo not given in full) | 6%
Cc1cc(Cl)ccc1Oc1ccc(S(=O)(=O)N2CCCC2)cn1 | 25%
CN(CCC(O)c1ccccc1)C(=O)c1coc(Cn2cnc3ccccc32)n1 (stereo not given) | 44%[activator]
COc1cc(=O)n2c(c1C(=O)N(C)Cc1nonc1C)CCN(Cc1cc(F)ccc1F)CC2 | 9%
c1ccc(-c2nc3ncccc3[nH]2)cc1 | 55%[activator][176 µM]
CC(CN1CCCCC1)C(=O)O (stereo not given) | -25%
COc1ccc(C(=O)NCc2nnc3c(-c4nc(C(C)C)no4)cccn23)cc1F | 69%[activator]
Cc1ccc2nc(-c3ccccc3)cc(C(=O)Nc3ccccn3)c2c1 | -21%
COc1cccc(CN2CCOc3ccc(C(O)c4cccnc4)cc3C2)c1 (stereo not given) | -6%
CCC(=O)Nc1ccc(C)cc1-c1nnc(SCC(=O)Nc2ccc(Cl)c(Cl)c2)[nH]c1=O | ?
O=C(c1ccc(-c2ncc3cnc(-c4cccc(F)c4)cn23)cc1)N1CC(O)C1 | ?
COc1ccc(C(=O)N2CCOCC3(CN(Cc4cc(C)cc(F)c4)C3)C2)cc1OC | 23%[176 µM]
O=c1c(-c2ccco2)nc2ccccc2n1/C=C(/c1ccc(C(F)(F)F)cc1)n1c(=O)[nH]c2ccccc21 | 16µM*
O=C(N[C@@H]1CC[C@H](CCn2cc(-c3ccccn3)nn2)O[C@@H]1CO)c1ccncc1 | ?
Cc1ccc(-n2ncc3c2NC(=O)CC32C(=O)Nc3ccccc32)c(C)c1 (stereo not given) | -8%
COc1cccc(O)c1CN1CCC2(CC1)Cc1ccccc1CNC2=O | 0%[6.33 µM]
COC(=O)CC(NC(=O)Cc1c(F)cccc1Cl)c1cccs1 (stereo not given) | -3%
Cc1ccc(NC(=O)Cn2cccc2-c2nc(-c3ccc4c(c3)OCO4)no2)cc1Cl | -25%
CCn1nc(C(=O)OCC(=O)Nc2ccc(S(=O)(=O)N(C)C)cc2)c2ccccc2c1=O | -7%
CN1CC(=O)N(C2CCCNCC2)Cc2c1ncnc2N1CCN(Cc2ccccc2)CC1 (stereo not given) | -14%[6.33 µM]
COc1cc(C)ccc1OCc1ccc(C(N)=O)cc1 | 1%
COc1ccccc1CC(=O)N1CCC(c2n[nH]c(=O)n2Cc2ccc(C)cc2)CC1 | -14%
CN(C)CCCO[C@@H]1[C@H]2OC(C)(C)O[C@H]2O[C@@H]1C(O)CO (stereo not given in full) | -6%[22.9 µM]

Structural class, the compounds so far containing a COOH group (2)
smiles | ALOX12 inh
COc1cc(Br)c(OC)c(C(=O)O)c1 | ?
CC(CN1CCCCC1)C(=O)O (stereo not given) | -25%

Continuation:
smiles | ALOX12 inh
COc1ccc2cnn(CC(=O)Nc3cc(F)cc(F)c3)c(=O)c2c1OC | -4%
CCc1nc2c(c(-c3ccc(Cl)cc3)n1)CN(Cc1cccc3ccccc13)CC2 | -28%
CC(C)CC(=O)Nc1nc2c(s1)C(=O)CC(C)(C)C2 | -8%
NC(=O)c1ccc2nc(-c3ccc(Oc4ccc(Cl)cc4)cc3)[nH]c2c1 | ?
CNC(=O)N1CC(c2noc(C3CCCN3C(=O)c3ccc(C)s3)n2)C1 (stereo not given) | 6%
COC(=O)C1(C(=O)OC)C[C@H](c2ccc(OC)cc2)N(Cc2ccccc2OC)[C@@H]1c1cccs1 | 3%&-14%
CC1=C(C(=O)Nc2ccccc2)C(c2cccc(C)c2)N2C(CC(=O)NC(C)C)=CSC2=N1 (stereo not given) | 4%
COc1ccc(CC2C(=O)Nc3ccc(Br)cc32)cc1 (stereo not given) | ?
COc1ccc(-c2cnc(NCc3ccccc3)c3c2CCO3)cc1 | -5%[176 µM]
COc1ccc(C(=O)N2CCC(N3C(=O)C(OCC4CC4)C34CCOCC4)CC2)cn1 (stereo not given) | 46%[activator]
CCC1=C(C(=O)OC)C(c2cccc(F)c2)N2C(CC(=O)N3CCC(C)CC3)=CSC2=N1 (stereo not given) | 36%
N#Cc1cccc(NC(=S)N[C@H]2CO[C@H]3[C@@H]2OC[C@@H]3n2nnnc2Oc2ccc3c(c2)OCO3)c1 | 16%
Cc1scc(C(=O)NCc2cccnc2)c1C | -2%
CNc1oc(-c2cc(S(=O)(=O)N(Cc3ccccc3)C(C)C)c(C)o2)nc1C#N | 50%[activator]
CCOCCn1c(=O)[nH]c2cc(C(=O)NCc3sc(C)nc3C)ccc21 | 15%
CC(=O)NC1(C)CCN(Cc2cccc(Oc3ccccc3)c2)CC1 | 16µM*
Cc1cc2c(cc1C)-n1nnnc1C(N1CCN(c3ncccc3C#N)CC1)C(=O)N2 (stereo not given) | -1%
Cc1ccc(S(=O)(=O)N2CCN(CCNC(=O)c3cccc(C(F)(F)F)c3)CC2)cc1 | 28µM*
O=C(Cn1nc(C(=O)O)c2ccccc2c1=O)c1ccc(F)cc1 | -3%
Cc1ccncc1C(=O)N1C[C@@H](COc2ccccc2)[C@H](C(N)=O)C1 | 18%
O=C1c2ccccc2-c2cc(NCc3ccccc3)nc3cccc1c23 | ?
NCc1ccccc1OC(F)F | 13%
O=C(NC1CCN(C(=O)N2CC3CC(C2)[C@H]2CCCC(=O)N2C3)CC1)C1CCOCC1 (stereo not given in full) | 8%
N#Cc1ccc(CCC(=O)NCCc2ccccn2)cc1 | -24%

An excerpt of these results, field by field.
Molecule: Cc1ccncc1C(=O)N1C[C@@H](COc2ccccc2)[C@H](C(N)=O)C1
  ALOX12 inh: 18%

Molecule: NCc1ccccc1OC(F)F
  ALOX12 inh: 13%

Molecule: Cc1cc2c(cc1C)-n1nnnc1C(N1CCN(c3ncccc3C#N)CC1)C(=O)N2 (stereo not given)
  ALOX12 inh: -1%

(further entries)
smiles | ALOX12 inh
Cc1nn(C)cc1NC(=O)CN1CCC(=O)N(CC2CC2)C(C(C)C)C1 (stereo not given) | -16%
CC(c1cccs1)N(C)CC1CCCCC1 (stereo not given) | 28%[176 µM]
CC1CCCc2sc3nc(SCC(=O)c4ccc(Cl)cc4)nc(N)c3c21 (stereo not given) | ?
COc1ccc(C2=Nc3ccccc3N(C(=O)c3ccc4ncccc4c3)C2C(=O)NC2CCCC2)cc1 (stereo not given) | ?
CN(C)S(=O)(=O)c1ccc(C(=O)N2CCCc3ccccc32)cc1 | -35%
CC(C)(C)c1ccc(C(=O)N/N=C/C2CC3CCC2C3)cc1 (stereo not given) | 73%[activator]
COc1ccc(OCCNC(=O)c2cc3ccccc3[nH]2)cc1 | 3%
CC(=O)N1CCC(N2C[C@@H]3C[C@H]2C(=O)N(C)c2ccccc2O3)CC1 | 8%[176 µM]
COc1cncc(Nc2ncc(-c3c(C)noc3C)c3c2OCC3)c1 | 17%[176 µM]
O=C(CCC1CCCC1)NCCNC(=O)CCC1CCCC1 | -26%
O=C1NCc2ccccc2CC12CCN(Cc1cccc(Cl)c1)CC2 | 5%[6.33 µM]
CSc1nc(C(F)(F)F)cc(=O)[nH]1 | -42%
COc1cccc(NC(=O)Nc2cc(C(=O)NCc3cccc(F)c3)ccc2N2CCOCC2)c1 | -3%
O=C(CSc1ncnc2ccccc12)Nc1ccccc1-c1ccccc1 | -4%
CC(C)NC(=O)c1cn(C)nc1-c1ccc2c(c1)OCCCO2 | 18%
O=C(CN1C(=O)NC(c2ccccc2Cl)C2=C1COC2=O)Nc1ccc(F)c(Cl)c1 (stereo not given) | -1%
O=C(c1ccccc1)N1CCn2c(nn(-c3ccc([N+](=O)[O-])cc3)c2=O)C1 | 21%
Cc1ccc(NC(=O)N2CCC(OC3CCN(S(C)(=O)=O)CC3)CC2)cc1F | 11%
Cc1nc(CCNS(=O)(=O)c2cccs2)no1 | 46%[activator]
CCn1cc(S(=O)(=O)N2CCC(C3CCN(C(=O)NC)CC3)C2)cn1 (stereo not given) | 29%
Cc1cccc(NC(=O)CSc2nc3cc([N+](=O)[O-])ccc3o2)c1 | 32µM*
CN1C[C@@H](NC(=O)CC(C)(C)C)C[C@H]1c1nc(-c2ccc3c(c2)OCO3)no1 | ?
COc1cccc(-c2ccnc(-n3ncc(C(=O)NCc4cccnc4)c3C3CC3)n2)c1 | 8%
CC(C)CCN1CCOc2ccc(C(=O)NCc3ccccc3F)cc2C1 | 18%
C=CCNC(=O)C1CC(c2ccc(F)cc2)=NO1 (stereo not given) | 33%[activator]
CCC1(C)Cc2nc3sc4c(=O)n(CC(=O)NCc5ccco5)cnc4c3cc2CO1 (stereo not given) | -30%
CN1CCC(N2CC[C@H]3COC(=O)N3c3cc(F)ccc3C2)CC1 | 23%[176 µM]
CC(C)C(NC(=O)c1cccc(S(=O)(=O)N(C)C)c1)c1ccc2c(c1)OCCO2 (stereo not given) | -22%
CCc1c(-c2ccc(Cl)cc2)ncn1Cc1cccc(-c2ccccc2)c1 | 8.9µM*
O=C(c1ccc2ncsc2c1)N1CCN(c2nc3ccc(F)cc3s2)CC1 | 1%
Cc1cc2nc3n(c(=O)c2n1CC(=O)NCc1ccc(F)cc1)CCCC3 | 8%
Cc1ccc(-c2noc([C@@H]3Cc4nc[nH]c4CN3C(=O)c3ccc(F)cc3)n2)cc1 | 32%[176 µM]
COc1ccc(NC(=O)C(=O)c2c[nH]c3ccc(Br)cc23)cc1 | -3%
O=C(COc1ccccc1)N1CCC2(CC1)OCCN(CCc1ccccc1)C2=O | 7%[176 µM]
CC(C)C(=O)NNC(=O)c1ccc(F)cc1 | ?
CCC(CC)c1nnc(NC(=O)c2ccc(Cl)c(S(=O)(=O)N3CCc4ccccc43)c2)s1 | 33%[activator]
CCCC1CCC(c2ccc(-c3ccc(CC)cn3)cc2)CC1C (stereo not given) | 1%
Cc1cnc(C2CC2)n1C1CCN(C(=O)C(C)C)CC1 | 14%
CNC(=O)c1cccc(-n2ccnc2-c2ccc(C#CCCO)cc2)c1 | 0%
CCCCS(=O)(=O)N1CCCc2nc(CC)c(CC)cc21 | 1%

Overlap with the part before: 2 compounds; new compounds follow.
smiles | ALOX12 inh
CNC(=O)c1cccc(-n2ccnc2-c2ccc(C#CCCO)cc2)c1 | 0%
CCCCS(=O)(=O)N1CCCc2nc(CC)c(CC)cc21 | 1%
O=C1[C@@H]2C[C@@H](O)CN2C2(CN(C3CCCCC3)C2)C(=O)N1Cc1ccccc1Cl | 66%[activator][176 µM]
COC(=O)[C@H](C(C)C)N(CCc1cn(Cc2ccccc2)nn1)S(=O)(=O)c1ccc(F)cc1Br | 15%
CCN(CC)CCCC(C)NC(=O)Nc1ccc(Cl)cc1 (stereo not given) | ?
O/N=C/c1ccccc1OC(F)F | -16%
Cc1nc(NCc2cccc3c2OCO3)sc1-c1ccn(CC2CCCN(C)C2)n1 (stereo not given) | -1%
CN1CC2(CCCN(CC3CC3)C2)c2cc(C(=O)NCCc3ccccn3)ccc21 (stereo not given) | ?
COC1C(=O)N(C2CCN(S(=O)(=O)Cc3ccccc3F)CC2)C12CCOCC2 (stereo not given) | 37%[activator]
O=C(/C=C/c1ccc(O)cc1)c1ccsc1 | ?
O=C(NC1CCOCC1)c1ccc(OC2CCN(Cc3ccccn3)CC2)cc1 | 18%
CC(NC(=O)c1n[nH]c(=O)c2ccccc12)c1ccc(F)cc1 (stereo not given) | 49%[activator]
CSCC(=O)N1CC[C@H](NC(=O)Nc2ccc(F)cc2F)[C@H]1C(=O)N[C@@H](Cc1cccs1)C(N)=O | 13%
